# Bioassay records as filed in PubChem BioAssay.
# WT yeast gro inh = growth inhibition of WT yeast, mitochondrial fusion screen; mitochondrial fusion phenotypic screen, WT strain; inhibition, % at 10 µM; actives 2.1% (n = 190,000); AID 1362; in the data active = inhibition above about 58%; tested in S. cerevisiae
# UTI89 phage lysis = inhibition of K1F phage lysis, E. coli UTI89, bacterial capsule biogenesis inhibitors, alamar blue (AID 488966); actives 0.02% (n = 340,000); inhibition, % at 100 µM, or IC50 in µM where a hit was titrated; E. coli UTI89 K1F phage lysis, alamar blue, 2 h; higher % means a stronger effect;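 active = phage lysis inhibition, versus mean bacterial control, above a set limit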;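 note: capsule biogenesis inhibitors block K1F phage lysis so surviving cells raise fluorescence; higher fluorescence means more inhibition of phage lysis; actives were called in the ten point dose series up to 300 µM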
# RSV CPE inhibition = RSV antiviral activity via CPE protection, HEp-2 cells, primary 10 µM value included (AID 2391). CPE inhibition, % at 10 µM, or IC50 in µM where a hit was titrated. actives 0.13% (n = 310,000). HEp-2 cells, RSV-induced CPE inhibition; higher % means a stronger effect; in the data active = a potency from the dose series; note: strong numbers were not always called active
# Autophagy HCS = autophagy modulation, high-content screen | MEF GFP-LC3 puncta imaging; test concentration mostly 10 µM | calls only at 10 µM (by protocol) | actives 0.98% (n = 190,000) | AID 463193;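 active = percentage of spot-positive cells more than 3 SD above its plate mean, without a fluorescence outlier flag or 80% toxicity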;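 note: spot-positive cell cutoff set from DMSO-treated cells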
# NS5 inhibitors = flavivirus cap methylation enzyme inhibition – biochemical, confirmation dose response, primary screen (AID 588689); one-dose inhibition, % at 25 µM; IC50 in µM for titrated hits; Dengue-2 NS5 methyltransferase capping enzyme assay, biochemical; higher % means a stronger effect; actives 0.3% (n = 340,000); in the data active = a potency from the dose series
# LYP phosphatase = PTPN22 lymphoid phosphatase activity blockers – biochemical, fluorescence intensity, uHTS (AID 1779); actives 0.054% (n = 290,000); recombinant LYP phosphatase, fluorescence intensity; higher % means a stronger effect; inhibition, % at 11.5 µM, or IC50 in µM where a hit was titrated; in the data active = inhibition above about 50%;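 note: plate controls were vehicle with enzyme for no effect and no enzyme for full effect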
# AID2073 = disruptors of CaV2.2 binding to Mint1 – biochemical, HTRF (AID 2073) | HTRF protein-protein interaction, Mint1-CaV2.2; higher % means a stronger effect | inhibition, % at 20 µM; hits with a dose series show IC50 in µM | actives 0.19% (n = 290,000); in the data active = inhibition mostly above about 51%, no sharp cut-off; note: some results filed as inactive read as strong as hits
# NTR1 ag = NTR1-driven beta-arrestin-GFP spot formation – imaging, U2OS cells, high content, primary screen (AID 493036); P30989; agonist mode; activation, % at 20 µM; actives 0.17% (n = 330,000);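 active = activation at or above 40% of the spot to cytoplasm intensity ratio, with at least 20 cells analyzed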;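 note: 0% = DMSO without peptide and 100% = 100 nM NTR1 peptide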
# Target sequence (P30989 whole entry, looked up): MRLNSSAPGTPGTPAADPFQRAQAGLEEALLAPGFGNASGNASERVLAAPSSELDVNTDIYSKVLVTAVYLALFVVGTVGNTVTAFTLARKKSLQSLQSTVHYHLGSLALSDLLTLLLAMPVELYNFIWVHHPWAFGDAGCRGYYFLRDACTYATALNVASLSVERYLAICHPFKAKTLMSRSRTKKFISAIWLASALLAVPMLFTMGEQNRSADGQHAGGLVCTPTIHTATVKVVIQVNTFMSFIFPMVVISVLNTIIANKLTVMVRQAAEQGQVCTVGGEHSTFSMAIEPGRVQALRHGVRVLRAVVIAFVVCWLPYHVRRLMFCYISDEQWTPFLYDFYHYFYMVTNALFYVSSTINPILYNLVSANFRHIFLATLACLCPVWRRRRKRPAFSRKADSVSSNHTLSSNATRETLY
# GPR35 antagonists = inhibition of zaprinast-stimulated GPR35 beta-arrestin translocation – imaging, U2OS, beta-arrestin-GFP, zaprinast agonist, primary screen (AID 2058); inhibition, % at 10 µM; hits with a dose series show IC50 in µM; U2OS GPR35 beta-arrestin-GFP translocation imaging, zaprinast antagonism; higher % means a stronger effect; actives 0.052% (n = 290,000);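 active = inhibition of at least 50% with at least 30 cells and total cytoplasm GFP at most 10,000,000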
# WT yeast gro inh mutant strain = second read-out of WT yeast gro inh, no call of its own (marks repeat the call); inhibition, %; mitochondrial fusion phenotypic screen, mutant strain inhibition
# Autophagy HCS cell loss 18 h = further read-out of Autophagy HCS, marked with its call; toxicity, %; measured here: cell loss, nuclei count;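 cell loss after 18 h compound exposure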
# NTR1 ag cell count 20 µM = also measured in NTR1 ag; calls as there; cell count; measured here: cell count, cytotoxicity flag
# Active calls of the source: *; i = inactive; / = not tested or not shown; + = active, no number; [ ] = remark or other dose.
SMILES,WT yeast gro inh,WT yeast gro inh mutant strain,UTI89 phage lysis,RSV CPE inhibition,Autophagy HCS,Autophagy HCS cell loss 18 h,NS5 inhibitors,LYP phosphatase,AID2073,NTR1 ag,NTR1 ag cell count 20 µM,GPR35 antagonists
CCOC(=O)N1CCC(Nc2ncnc3c2cnn3-c2ccc(Cl)cc2)CC1,14,4,-1.1%,/,i,-1,-2%,-4%,26%,/,/,5%
Cc1cc(C)c(C)c(S(=O)(=O)NCCCn2ccnc2)c1C,/,/,0.3%,0.3%,/,/,1%,-12%,-5%,0.6,57,5%
CN(C)CCCN(C(=O)c1cccc(N2C(=O)CCC2=O)c1)c1nc2cc3c(cc2s1)OCO3,-5,-10,0.0%,1.5%,i,11,11%,-8%,3%,1.9,53,10%
Cc1ccc(C(=O)Oc2ccccc2N2CCOCC2)cc1,/,/,0.1%,1.2%,/,/,-3%,-3%,-5%,-0.5,28,2%
COc1ccc(N(C(=O)c2ccc(S(=O)(=O)N3CCCC3)cc2)C2C=CS(=O)(=O)C2)cc1 (centres undefined),/,/,0.1%,0.8%,/,/,-10%,-11%,2%,0.2,68,0%
CC(CCn1cccn1)NC(=O)c1cc(COc2ccc(F)cc2F)on1 (centres undefined),2,7,2.3%,-1.6%,i,14,6%,-10%,1%,-0.4,39,13%
CCCCC(=O)NNC(=S)NC(=O)C(c1ccccc1)c1ccccc1,-21,-6,-0.9%,1.8%,i,11,2%,0%,0%,4.1,36,-17%
Cc1cc2ncc(C(=O)Nc3ccccc3)c(C)n2n1,-3,-3,-0.1%,1.1%,i,-1,-2%,0%,3%,-0.1,39,-3%
CN(CC(=O)Nc1ccc(S(N)(=O)=O)cc1)c1ccccc1,-11,7,0.9%,0.8%,i,-6,3%,-8%,2%,-0.7,59,-4%
CC(=O)Nc1nnc(CSCc2ccccc2F)s1,/,/,-1.1%,/,/,/,0%,-4%,-5%,0.2,44,22%
CCCN(CC(=O)Nc1ccccc1C)C(=O)C1CCN(c2ncnc3sc(C)c(C)c23)CC1,/,/,-1.3%[50 µM],1.2%,/,/,3%,/,/,2.5,40,/
C=C(C)COc1ccc2c(CC)cc(=O)oc2c1,0,1,-0.1%,8.0%,i,2,-6%,-12%,0%,3.4,97,12%
CO[C@H]1/C=C/O[C@@]2(C)Oc3c(C)c(O)c4c(O)c(c(C=NN5CCN(C)CC5)c(O)c4c3C2=O)NC(=O)/C(C)=C\C=C\[C@H](C)[C@H](O)[C@@H](C)[C@@H](O)[C@@H](C)[C@H](OC(C)=O)[C@@H]1C,/,/,-15%,-1.4%,/,/,7%,/,/,4.3,61,/
Cc1ccc(S(=O)(=O)Nc2ccncc2)c(C)c1N(C)S(=O)(=O)c1ccc(F)cc1,-8,0,2.9%,1.7%,i,9,-3%,-7%,-1%,-1.1,61,10%
Cc1[nH]nc2c1C1(CCOC1C)C(C#N)=C(N)O2 (centres undefined),-7,-3,0.3%,3.1%,i,-7,-6%,-6%,0%,1.1,58,12%
Cn1cc(CN2CCc3sccc3C2)c(-c2ccccc2F)n1,-2,0,0.1%,-1.4%,i,-23,6%,-6%,-7%,-0.2,69,6%
CC(=O)c1ccc(C(=O)N2CCCC(Nc3ccccc3)C2)s1 (centres undefined),/,/,0.0%,0.3%,/,/,-4%,-4%,6%,0.3,60,2%
CCOc1ccc(C(=O)c2ccc([N+](=O)[O-])cc2Cl)cc1,28,17,-4.8%,0.9%,i,16,1%,7%,-9%,0.3,29,1%
COc1ccc(OCC(=O)N/N=C/c2cccc3cccnc23)cc1,/,/,-0.4%,2.0%,/,/,-1%,-9%,-3%,0.1,82,-1%
C[n+]1ccccc1/C=C/c1ccc(F)c(F)c1,/,/,0.3%,-0.1%,/,/,-11%,-6%,5%,-0.1,67,-4%
CCOc1cccc(CN(CC)CC2CCCN(CCc3cccc(OC)c3)C2)c1O (centres undefined),/,/,-0.7%,1.6%,/,/,/,-9%,-2%,0.2,52,13%
Cn1nc(C(=O)Nc2ccc(S(=O)(=O)N3CCCCC3)cc2)c2ccccc2c1=O,-34,-4,0.4%,-0.9%,i,16,3%,0%,9%,1.8,60,-12%
CN(C(=O)c1ccnn1C)C1CCCN(Cc2ccccc2F)C1 (centres undefined),/,/,0.1%,2.3%,/,/,-3%,-5%,1%,0.5,58,10%
OC(CN1CCNCC1)Cn1c2ccccc2c2ccccc21 (centres undefined),/,/,0.2%,-0.7%,/,/,0%,-4%,21%,0.4,82,2%
O=C(Cn1c(=O)c(=O)n(Cc2ccccc2)c2ccc(Cl)cc21)Nc1cccc(F)c1,-4,-7,0.9%,4.1%,i,1,-7%,-7%,25%,2.2,57,12%
Oc1ccc2[nH]cnc2c1CN1CCCCC1,-2,6,-0.5%,1.1%,i,1,-3%,-3%,-57%,-1.8,33,11%
O=C(COc1ccc(Cl)cc1Cl)N1CCN(C(=O)c2ccco2)CC1,/,/,0.5%,2.5%,/,/,-8%,-7%,4%,4.1,52,-6%
COc1cc(NC(=O)C2=C(C)OCCS2)c(Cl)cc1C(=O)NCCN1CCN(C)CC1,/,/,0.9%,-1.8%,/,/,-11%,-4%,1%,2.6,56,-6%
Cc1ccc(S(=O)(=O)NCC(=O)OC(C)C(=O)c2ccccc2)cc1 (centres undefined),/,/,0.6%[50 µM],1.2%,/,/,1%,/,/,-1.9,57,/
Cc1onc(-c2ccccc2)c1NC(=O)Nc1c(-c2ccccc2)noc1C,-14,6,-1.2%,-1.6%,i,3,-5%,1%,-8%,0.1,36,10%
COc1ccc(OC)c(NC(=O)c2ccc3c(=O)n(CCc4ccccc4)c(=S)[nH]c3c2)c1,5,-3,0.3%,6.3%,+,34*,0%,1%,4%,0.7,62,-6%
O=C(NCN1CCN(CCO)CC1)c1cnccn1,-2,-3,-0.1%,2.5%,i,6,-5%,-7%,-11%,-0.3,96,-6%
CN(C)c1ccc(P(=O)(OCc2ccccc2)C(O)c2ccccc2F)cc1 (centres undefined),/,/,-0.1%,-0.1%,/,/,-4%,-4%,1%,1.3,43,-1%
CCc1sc(N)nc1-c1ccccc1,8,10,1.0%[50 µM],1.4%,i,17,1%,1%,-21%,1.5,61,-8%
CC(C)N1C(=O)S/C(=C/c2ccc(Sc3nc4ccccc4[nH]3)o2)C1=O,25,-5,3.2%[50 µM],9.0%,i,6,-3%,1%,9%,1.4,37,-6%
COc1ccc(/C=C2\CCC(C3CCCC3)C2=O)cc1Cn1nc(C)cc1C (centres undefined),-14,-17,0.8%[50 µM],2.0%,i,-10,1%,-4%,0%,15,58,14%
CC1CN(Cc2ccccn2)CCC1=O (centres undefined),-9,-5,1.8%[50 µM],1.4%,i,4,-5%,-6%,3%,-1.4,69,/
O=C(CCCN1C(=O)c2ccccc2C1=O)Nc1ccc2c(c1)OCCO2,6,4,0.1%,1.8%,i,-24,-7%,1%,-10%,0.2,45,1%
NC(=O)CC(NC(=O)c1cccc(Br)c1)c1ccc(NC2CCCCCCC2)c([N+](=O)[O-])c1 (centres undefined),/,/,0.2%,0.3%,/,/,-1%,-8%,18%,12,81,-1%
CC(=O)CSc1ncnc2nc[nH]c12,4,-3,0.8%,0.0%,i,7,-3%,-7%,-6%,0.2,50,2%
Cc1cc(Oc2ccccc2F)nc(NCc2ccccc2)n1,-18,-15,-2.6%,/,i,8,-2%,2%,-2%,0.4,47,5%
O=c1cc(-c2ccc(Cl)c(Cl)c2)[nH][nH]1,1,1,-0.6%,-0.5%,i,-15,-5%,-14%,-3%,1.3,36,14%
O=C(NCc1ccncc1)C(=O)NCC(c1ccco1)N1CCN(c2ccc(F)cc2)CC1 (centres undefined),18,-1,0.7%,5.3%,i,8,4%,0%,0%,-1.4,63,4%

# By substructure, those above containing a thiophene ring, fused or not
SMILES,WT yeast gro inh,WT yeast gro inh mutant strain,UTI89 phage lysis,RSV CPE inhibition,Autophagy HCS,Autophagy HCS cell loss 18 h,NS5 inhibitors,LYP phosphatase,AID2073,NTR1 ag,NTR1 ag cell count 20 µM,GPR35 antagonists
CCCN(CC(=O)Nc1ccccc1C)C(=O)C1CCN(c2ncnc3sc(C)c(C)c23)CC1,/,/,-1.3%[50 µM],1.2%,/,/,3%,/,/,2.5,40,/
Cn1cc(CN2CCc3sccc3C2)c(-c2ccccc2F)n1,-2,0,0.1%,-1.4%,i,-23,6%,-6%,-7%,-0.2,69,6%
CC(=O)c1ccc(C(=O)N2CCCC(Nc3ccccc3)C2)s1 (centres undefined),/,/,0.0%,0.3%,/,/,-4%,-4%,6%,0.3,60,2%

# Entries above that have a nitro group on carbon:
SMILES,WT yeast gro inh,WT yeast gro inh mutant strain,UTI89 phage lysis,RSV CPE inhibition,Autophagy HCS,Autophagy HCS cell loss 18 h,NS5 inhibitors,LYP phosphatase,AID2073,NTR1 ag,NTR1 ag cell count 20 µM,GPR35 antagonists
CCOc1ccc(C(=O)c2ccc([N+](=O)[O-])cc2Cl)cc1,28,17,-4.8%,0.9%,i,16,1%,7%,-9%,0.3,29,1%
NC(=O)CC(NC(=O)c1cccc(Br)c1)c1ccc(NC2CCCCCCC2)c([N+](=O)[O-])c1 (centres undefined),/,/,0.2%,0.3%,/,/,-1%,-8%,18%,12,81,-1%

# Rows are unselected; any-hit rate near 2.6%.
